APOBEC3G inh = APOBEC3G DNA deaminase inhibitors, primary screen, biochemical, fluorescence, single-stranded DNA substrate, uHTS; DNA dC->dU-editing enzyme APOBEC-3G (Homo sapiens), Q9HC16; recombinant A3G, ssDNA deamination FAM/TAMRA fluorescence; inhibition, % at 20 µM; hit rate 0.28% among 330,000;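 active = inhibition of at least 40% at 20 µM, with no more than 30% in the related APOBEC3A deaminase screen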;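 note: plate controls were DMSO wells with A3G for no effect and wells lacking A3G enzyme for full effect; some compounds called inactive have numbers as strong as hits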
Target sequence (Q9HC16 whole entry, looked up): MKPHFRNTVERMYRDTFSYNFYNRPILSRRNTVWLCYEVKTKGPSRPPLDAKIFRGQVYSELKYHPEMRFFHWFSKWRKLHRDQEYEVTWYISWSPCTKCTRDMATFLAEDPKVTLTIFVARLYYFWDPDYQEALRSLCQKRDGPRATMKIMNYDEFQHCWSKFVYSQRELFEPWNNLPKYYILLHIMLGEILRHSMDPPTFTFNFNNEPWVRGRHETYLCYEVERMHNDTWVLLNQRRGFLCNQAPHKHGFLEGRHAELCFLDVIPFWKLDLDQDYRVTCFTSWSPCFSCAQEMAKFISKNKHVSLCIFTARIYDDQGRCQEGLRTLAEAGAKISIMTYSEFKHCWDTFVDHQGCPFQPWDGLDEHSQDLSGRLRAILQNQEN
mIAP act = activators of mouse IAP, primary screen, biochemical, luminescence, uHTS. intestinal alkaline phosphatase [Mus musculus]. muIAP, CDP-Star luminescence, 30 min; stronger effect = higher value; 1 = vehicle-only enzyme signal, 0 = enzyme-free wells. hit rate 0.24% among 330,000. activation factor at 10 µM;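 active = activation factor of at least 2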; note: the source names both 10 and 20 µM as test concentration; values of inactives mirror those of a sister screen read the other way
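System: Mouse IAP enzyme | Also added: CDP-Star substrate | Dosing: Compounds dispensed in DMSO | Schedule: 30 min enzyme-substrate-compound incubation at room temperature | Technique: Chemiluminescence readout | Control set: DMSO-only wells and no-enzyme negative control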
NLRP3 yeast inh = NALP3 inflammasome inhibitors in reconstituted yeast, primary screen, luminescence, uHTS. Yeast reconstituted NLRP3/ASC/caspase-1, beta-gal luminescence, 24 h. inhibition, % at 10 µM. hit rate 0.39% among 330,000;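 active = inhibition of 50% or more; inactive = inhibition below 50%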;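 note: plate controls were induced DMSO wells for no effect and uninduced yeast grown without galactose for full effect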
TIM10 inh = growth inhibitors of isogenic TIM10 control yeast, primary screen, counter-screen for tim10-1 yeast inhibitor project, luminescence, uHTS; AID 463195, 2010; hit rate 1.4% among 330,000; S. cerevisiae TIM10 strain growth, BacTiter-Glo luminescence, 24 h; inhibition, % at 10 µM;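 active = inhibition of 40% or more at the single tested concentration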;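 note: wild-type TIM10 isogenic control strain grown at permissive 25 °C; 0% = DMSO yeast wells and 100% = minimal medium wells without yeast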
A3A deaminase = APOBEC3A ssDNA deaminase inhibitors, primary screen, selectivity assay for APOBEC3G inhibitor project, biochemical, FAM/TAMRA oligo cleavage fluorescence; hit rate 0.41% among 330,000; recombinant A3A, FAM/TAMRA ssDNA deamination fluorescence; inhibition, % at 20 µM; DNA dC->dU-editing enzyme APOBEC-3A (Homo sapiens), P31941;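 active = at least 40% inhibition at 20 µM here, with at most 30% in a related deaminase screen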;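 note: plate controls were A3A with DMSO for no effect and wells lacking A3A enzyme for full effect; some results filed as inactive read as strong as hits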
Target sequence (P31941 whole entry, looked up): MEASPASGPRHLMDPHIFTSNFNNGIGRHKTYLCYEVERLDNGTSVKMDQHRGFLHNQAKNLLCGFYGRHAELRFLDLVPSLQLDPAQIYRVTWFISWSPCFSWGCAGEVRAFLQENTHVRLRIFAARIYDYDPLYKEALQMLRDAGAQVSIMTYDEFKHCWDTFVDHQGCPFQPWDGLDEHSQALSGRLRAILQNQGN
beta cell repl = inducers of MIN6 beta-cell proliferation, primary screen, ATP luminescence, uHTS. MIN6 cells proliferation, ATPlite luminescence, 48 h; cells starved in 0.2% serum; 100% = growth in 10% serum. hit rate 0.29% among 330,000. proliferation, % at 10 µM;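 active = compounds whose signal lies at least 3.5 SD above the mean of all wells on their plate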;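 note: 0% = DMSO-treated cells in low-serum medium and 100% = 10% serum control; some compounds called inactive have numbers as strong as hits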
mIAP inh = inhibitors of mouse IAP, primary screen, biochemical, luminescence, uHTS; inhibition, % at 10 µM; purified mouse IAP, CDP-Star luminescence, 30 min; hit rate 0.2% among 330,000; AID 2806, 2010; intestinal alkaline phosphatase [Mus musculus];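 active = inhibition of at least 40% at 10 µM in the primary screen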;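 note: plate controls were DMSO with enzyme for no effect and no enzyme wells for full effect; values of inactives mirror those of a sister screen read the other way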
hIAP block = human IAP inhibitors, primary screen, biochemical, luminescence, uHTS; Intestinal-type alkaline phosphatase (Homo sapiens), P09923; purified IAP, CDP-Star luminescence, 30 min; inhibition, % at 10 µM; hit rate 0.12% among 330,000;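 active = inhibition reaching a set limit with compound at 10 µM in the primary screen, cut at about 35% in these data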;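 note: plate controls were DMSO wells with enzyme for no effect and no-enzyme buffer wells for full effect; values of inactives mirror those of a sister screen read the other way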
tim10-1 inh = growth inhibitors of tim10-1 mutant yeast, primary screen, luminescence, uHTS; S. cerevisiae tim10-1 ts strain growth, BacTiter-Glo, 24 h; inhibition, % at 20 µM; hit rate 2.2% among 330,000;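 active = inhibition of at least 40%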;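 note: mutant grown at 25 °C; 0% = DMSO wells with yeast and 100% = wells holding no yeast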
* = called active by the depositor.

entry	Structure	APOBEC3G inh	mIAP act	NLRP3 yeast inh	TIM10 inh	A3A deaminase	beta cell repl	mIAP inh	hIAP block	tim10-1 inh
1	Clc1ccc(Oc2nc(N3CCOCC3)nc(N3CCOCC3)n2)c(C2CCCCC2)c1	-6.8	0.964	2.7	12.9	-1.7	-3.6	3.6	-33.6	-16.7
2	CN(C)c1ccc(/C=C(\NC(=O)c2ccccc2)C(=O)NCCCn2ccnc2)cc1	-3.3	1.03	4.0	-1.1	-2.3	0.0	-3.4	10.6	-15.1
3	Cc1ccc(NC2CCCN(C(=O)c3ccccc3-c3ncc[nH]3)C2)cc1C (stereo not given)	-4.2	0.994	12.5	17.8	-2.9	1.9	0.6	5.0	17.0
4	CC1CC2=C(C(=O)O1)C(c1ccccc1)Nc1ccccc1N2 (stereo not given)	-2.5	1.07	-7.5	-13.0	0.6	0.0	-6.6	4.0	2.7
5	O=c1c(-c2ccc(Cl)cc2)cnc2n1CCS2	-3.3	1	17.4	-3.7	0.0	-1.6	-0.4	6.2	8.0
6	COC(=O)CCC(=O)NNC(=O)c1cccc(Cl)c1	-1.9	0.929	0.8	-4.2	2.6	-1.4	7.1	0.6	6.4
7	CC(NCC(O)COc1ccccc1)C1COc2ccccc2O1 (stereo not given)	-2.8	0.984	22.3	-4.4	7.4	-2.8	1.6	-24.2	15.0
8	CCCCCOc1ccc(OC(=O)c2ccncc2)cc1	-4.6	1.1	14.0	29.9	-1.5	-4.2	-9.9	-11.6	3.2
9	O=C1C2CC=CCC2C(=O)N1c1ccc(NCCc2ccccc2)c([N+](=O)[O-])c1 (stereo not given)	-8.4	0.955	19.8	-18.3	2.3	-3.7	4.5	14.4	-2.2
10	O=C(COC(=O)CC1CCCC1)Nc1ccc(Br)cc1F	-1.5	1.04	15.0	0.3	0.2	-2.1	-3.7	0.8	-26.3
11	O=C(O)CN1C(=O)CC(c2ccccc2)CC1=O	0.8	1.02	8.0	-5.3	3.3	-1.5	-2.5	-12.6	-0.8
12	CCOc1ccc(C(=O)NCCCN2CCCC2=O)cc1	-2.6	1.02	0.8	-5.0	-1.8	-4.0	-1.6	-20.3	18.4
13	COc1ccc(C(=O)C2CCCN(C(=O)c3cc(C4CC4)[nH]n3)C2)c(C)c1 (stereo not given)	-4.7	0.96	11.4	-5.5	-2.5	-0.2	4.0	-7.4	8.4
14	CN(Cc1nc2ccccc2n1C)c1ccccc1	0.6	0.977	31.2	12.8	-5.8	-1.4	2.3	1.7	7.9
15	Cc1ccc(NC(=O)CN(C)C(=O)COc2ccc(C(=O)c3ccc(F)cc3)cc2)cc1	-7.0	0.939	5.9	15.6	-2.8	-2.4	6.1	6.4	21.9
16	COc1cccc(N2CCN(Cc3ncc(-c4ccccc4)o3)CC2)c1	-1.9	0.951	10.8	1.7	2.9	1.6	4.9	18.8	6.4
17	Cc1ccc(NC(=O)c2ccc(OCc3c(C)noc3C)cc2)nc1	-6.9	0.939	21.7	-0.7	-3.8	-1.8	6.1	-3.4	-8.0
18	COc1ccccc1NC(=O)C1CC(=O)N(c2ccc(F)cc2)C1 (stereo not given)	0.6	1.02	2.7	-2.9	17.4	-1.4	-2.2	-5.6	7.8
19	Cc1ccc(NCc2ccco2)cc1C	-4.9	1.02	27.2	-4.3	-2.7	-0.5	-1.6	-7.4	6.2
20	O=C(NCC(c1ccco1)N1CCN(c2ccccc2)CC1)c1ccco1 (stereo not given)	-1.1	0.88	1.4	8.4	0.4	-2.1	12.0	2.6	-11.5
21	CCS(=O)(=O)N1CCC(C(=O)NCCN2CCOCC2)CC1	-0.9	1.03	1.5	6.2	-1.0	0.0	-3.4	12.9	7.3
22	O=C1CN(C(=O)c2ccccc2F)C(c2ccccc2)c2cc(F)ccc2N1 (stereo not given)	-4.8	0.973	-1.5	16.4	-4.2	-3.0	2.7	-19.2	8.8
23	COc1ccc(NC(=O)c2ccsc2NC(C)=O)cc1	-3.7	0.925	10.2	23.4	-1.4	2.2	7.5	1.3	24.6
24	COC(=O)c1sc2nc3c(cc2c1N)COC(C)(C)C3	-3.7	1.13	27.9	4.3	-5.1	-3.2	-12.7	-11.4	17.8
25	COc1cc(NC(=O)CSc2nc(C)cc(C)n2)cc(OC)c1OC	3.4	0.946	-4.8	2.1	4.4	1.2	5.4	-15.1	1.8
26	CN(Cc1ccc(-n2cccn2)cc1)Cc1cn(C)nc1-c1ccccc1F	-6.3	1.12	9.7	-6.2	-1.6	-0.6	-11.6	-3.2	-22.7
27	COc1ccccc1NC(=O)CSc1nnc(CSc2nc(C)cc(C)n2)o1	-11.6	0.874	23.5	16.2	4.2	3.0	12.6	6.2	-5.1
28	O=S(=O)(NCCc1ccncc1)c1ccc(S(=O)(=O)N2CCCCCC2)cc1	-7.8	0.905	3.4	-28.1	0.8	-2.0	9.5	-8.1	9.8
29	O=S(=O)(c1ccc(NCCCO)nc1)N1CCOCC1	-8.1	0.99	14.2	-2.3	1.1	4.3	1.0	3.7	9.5
30	COc1cc(OC)c(NS(=O)(=O)c2ccc3c(c2)NC(=O)CO3)cc1Cl	-7.5	0.933	3.1	3.7	-7.8	2.7	6.7	5.5	15.0
31	Cc1ccc(S(=O)(=O)NCCC(=O)NCC(c2cccs2)N(C)C)cc1C (stereo not given)	-2.0	1.06	9.7	2.6	1.9	-2.8	-6.0	12.4	7.3
32	Cc1ccc(NC(=O)CN2C(=O)N/C(=C/c3ccc(C)o3)C2=O)cc1	10.1	0.883	8.8	-3.5	2.0	-1.5	11.7	3.4	5.8
33	CC(C)CCCN1CCN=C1Nc1ccccc1	-6.7	1.02	15.6	-8.5	1.8	7.4	-2.1	11.9	-25.7
34	Cc1ccc(-c2csc(NC(=O)CSc3ncn(-c4ccccc4)n3)n2)cc1	-4.1	1.06	5.8	4.6	-0.8	-2.5	-5.8	-12.4	4.3
35	Cc1cnc(CNC(=O)CC2C(=O)NCCN2Cc2ccccc2C(F)(F)F)cn1 (stereo not given)	0.4	0.926	9.1	4.1	-0.5	-3.9	7.4	-5.0	-11.5
36	CC(C)(C)NC(=O)CSc1nc2ccc(Nc3nc(N4CCOCC4)nc(N4CCOCC4)n3)cc2s1	1.6	1.26	20.3	22.0	3.6	-2.6	-25.7	-1.1	28.5
37	Cc1ccc(C2=NC(C)(C)N=C2SCC(=O)Nc2ccc(Cl)cc2)cc1	0.5	1.03	24.4	23.2	3.4	-4.6	-2.9	11.0	39.4
38	CC(C)(C)C(=O)N1N=C(c2ccc(NS(C)(=O)=O)cc2)CC1c1cccs1 (stereo not given)	3.1	0.999	5.1	9.6	-0.1	1.4	0.1	0.8	22.8
39	COc1ccc(N2CCN(C(=O)CSc3nnc(C)c(=O)[nH]3)CC2)cc1	-6.8	0.891	-3.4	14.1	-5.0	-1.3	10.9	1.1	12.1
40	CS(=O)(=O)NCc1ccccc1Br	-8.8	1.03	-7.6	-2.9	-1.7	3.8	-3.3	-1.6	-10.1
41	O=C(CCS(=O)(=O)c1ccccc1)Nc1cccc(-c2nc3ccccc3s2)c1	-3.8	0.881	4.7	25.7	-1.6	-5.8	11.9	1.7	18.7
42	CCn1ncc(/C=N\NC(=O)Cc2ccc([N+](=O)[O-])cc2)c1C	1.0	0.984	15.5	-2.3	-0.3	0.5	1.6	-2.6	14.3
43	COc1cccc(CNc2ccc3[nH]c(=O)[nH]c3c2)c1OCc1ccc(F)cc1	-3.8	0.943	12.9	8.3	-8.4	-0.1	5.7	-5.2	-4.6
44	CCOC(=O)c1c(CN2CCN(C)CC2)oc2ccc(O)cc12	-6.0	1.02	7.8	-14.4	-2.4	-1.9	-1.9	3.6	5.4
45	O=C(CSc1nnc(Cc2csc(Nc3cccc(Cl)c3)n2)o1)N1CCc2ccccc21	-3.4	0.856	-16.4	17.3	6.2	0.6	14.4	-6.6	11.0
46	COc1ccc(-c2ccnc3cc(C(=O)O)nn23)cc1	-6.0	0.904	7.4	3.8	31.4	1.9	9.6	-2.3	-9.4
47	O=C(NCc1ccco1)c1ccc2c(c1)OCCO2	-1.9	1.06	8.2	-3.8	-0.3	0.7	-5.6	2.5	-2.2
48	Oc1c(Br)cc(Br)cc1CNc1cnc2ccccc2c1	-3.7	0.943	29.7	-3.3	-10.3	-5.1	5.7	10.6	38.0
49	CC(C)NC(=O)CCc1nc2cccnc2n1-c1ccccc1	-10.1	1.01	10.0	6.9	-2.7	-2.1	-0.9	3.8	-16.2
50	O=C(N/N=C/c1cccc(F)c1)c1c(O)c2c([nH]c1=O)CCCC2	-4.6	1	7.1	-14.8	2.5	-5.7	-0.5	12.2	-62.2
51	Brc1ccccc1OCCNCc1ccccc1	0.9	0.911	31.4	-2.8	2.0	0.2	8.9	2.6	2.6
52	O=C(NNc1ccc(Cl)cc1)C1CCC1	-1.9	1.02	14.2	19.9	-0.7	0.9	-1.9	-13.4	-19.7
53	CCOC(=O)c1[nH]c2ccccc2c1NC(=O)c1ccc(S(=O)(=O)N(C)C)cc1	-6.6	0.971	-0.2	-7.5	-2.1	1.0	2.9	1.7	3.8
54	COc1ccccc1NC(=O)NCCN1C(=O)C2C3C=CC(C3)C2C1=O (stereo not given)	-0.7	0.946	7.2	0.8	-1.1	-3.6	5.4	10.4	10.8
55	Cc1ccc(C)c(OCc2cc(C(=O)NC3CCN(Cc4ccccc4)CC3)no2)c1	-1.9	0.927	34.4	-17.8	-1.5	-4.6	7.3	10.7	-23.8
56	COc1ccccc1CCNC(=O)c1ccc(Br)s1	23.1	1.06	36.6	7.7	1.6	-6.1	-5.6	-5.3	14.9
57	Cc1c(NC(=O)c2cc3nc(-c4ccccc4)cc(C)n3n2)c(=O)n(-c2ccccc2)n1C	-3.5	1.01	-5.2	4.5	0.5	-1.9	-1.2	-9.8	1.8
58	O=C(NCCc1ccccc1)c1cnc2ccccc2n1	-6.8	0.978	28.5	-2.5	-2.5	-5.6	2.2	-1.7	8.2
59	CC1(C)Cc2c(c(N3CCOCC3)nc3sc(C(=O)Nc4cccc(Cl)c4)c(N)c23)CO1	21.3	0.95	5.3	9.7	-4.6	-7.9	5.0	-2.1	14.0
60	Fc1ccc(-c2c[nH]c(=S)n2Cc2ccccc2)cc1	-1.8	1.22	29.7	26.0	-4.4	2.1	-22.3	-65.5	16.9
61	CC(=O)Nc1ccc(S(=O)(=O)Nc2c(NC3CCCCC3)c3ccccc3oc2=O)cc1	21.9	1.05	15.9	-0.7	1.8	1.2	-5.5	-3.5	3.4

From PubChem
